Source: PubChem BioAssay (National Center for Advancing Translational Sciences (NCATS))
HCMV inh: qHTS Assay for inhibitors of the human cytomegalovirus (HCMV); activity change, negative = inhibition, % at 57.5 µM; 4.5% of 410,000 active; HFF cells, HCMV-luciferase reporter, 72 h; stronger effect = lower value; in the data active means activity change below about -60%; inconclusive means no clear call, values can overlap the other calls; inactive means above about -39%
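Two compound doses tested in HFFs infected with HCMV-luciferase, MOI 1 PFU/cell, 72 h at 37C. Lysate luminescence read with OneGlo; data normalized against buffer-only and 10uM Salinomycin inhibitor controls.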
LmPK inhibitor: qHTS Assay for Inhibitors of Leishmania Mexicana Pyruvate Kinase (LmPK) | purified LmPK, Kinase-Glo ATP luminescence, 1 h | Potency, µM (series often up to 57.5 µM), for inactives: top-dose activity change, negative = inhibition, usual class: inhibitors | 0.37% of 290,000 active | AID 1721, 2009; further: potency means the concentration at half of the fitted maximal effect
Target sequence (Q27686 whole entry, looked up): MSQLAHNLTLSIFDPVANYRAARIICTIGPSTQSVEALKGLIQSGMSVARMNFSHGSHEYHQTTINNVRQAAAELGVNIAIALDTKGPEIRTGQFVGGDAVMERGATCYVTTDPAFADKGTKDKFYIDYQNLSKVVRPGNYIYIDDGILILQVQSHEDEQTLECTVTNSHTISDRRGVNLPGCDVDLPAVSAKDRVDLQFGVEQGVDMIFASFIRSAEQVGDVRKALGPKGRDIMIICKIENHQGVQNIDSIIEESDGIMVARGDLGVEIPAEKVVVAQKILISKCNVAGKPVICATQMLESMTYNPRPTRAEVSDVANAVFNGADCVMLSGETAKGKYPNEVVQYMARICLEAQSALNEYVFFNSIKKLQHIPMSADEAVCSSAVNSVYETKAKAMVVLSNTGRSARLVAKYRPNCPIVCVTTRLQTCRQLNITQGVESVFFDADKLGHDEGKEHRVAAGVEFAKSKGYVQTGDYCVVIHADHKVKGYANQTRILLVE
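qHTS format; LmPK 0.1 nM; substrates PEP 0.5 mM and ADP 0.1 mM. One-hour room-temperature incubation, then coupled luciferase luminescence; 0.5 nM enzyme wells mark activation.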
AmpC no deterg: qHTS Inhibitors of AmpC Beta-Lactamase (assay without detergent); P00811; AmpC nitrocefin hydrolysis, absorbance 480 nm, 0.0001% Triton; Potency, µM (titrated, usually from 57.1 µM), inactives show at the highest dose activity change, negative = inhibition, hits mostly inhibitors; 0.52% of 330,000 active; AID 485341, 2010;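 further: potency means the concentration at half of the fitted maximal effect; plate controls were no compound for no effect and no enzyme for full effect; nearly all actives have a fitted effect of over 20% in size; some results filed as inactive show a strong effect at the top dose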
Target sequence (P00811 whole entry, looked up): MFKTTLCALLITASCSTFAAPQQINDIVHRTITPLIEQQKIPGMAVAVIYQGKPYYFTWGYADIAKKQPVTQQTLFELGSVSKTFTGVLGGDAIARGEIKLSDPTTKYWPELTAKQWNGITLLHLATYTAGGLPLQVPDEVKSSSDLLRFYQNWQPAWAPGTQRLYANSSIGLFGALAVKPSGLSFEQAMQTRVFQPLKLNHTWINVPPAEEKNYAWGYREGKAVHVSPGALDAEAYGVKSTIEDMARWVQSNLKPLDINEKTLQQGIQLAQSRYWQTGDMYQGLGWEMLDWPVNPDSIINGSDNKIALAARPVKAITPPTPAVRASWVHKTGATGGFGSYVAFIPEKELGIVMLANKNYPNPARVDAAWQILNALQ
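20 mM phosphate pH 7.0 + 0.01% (detergent screen) or 0.0001% Triton X-100; 5.3 nM AmpC reagent; cpd preinc 15 min RT; nitrocefin (800 uM stock) to start; A480 q20 s × 4 min; Activity was normalised to no-enzyme and no-compound control wells.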
AmpC inh detg: qHTS Inhibitors of AmpC Beta-Lactamase (assay with detergent). Potency, µM (titrated, usually from 114 µM), without a hit: top-dose activity change, negative = inhibition, actives largely listed as inhibitors. AID 485294, 2010. AmpC hydrolysis of nitrocefin, absorbance 480 nm, 0.01% Triton. P00811. 0.041% of 370,000 active;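 further: potency means the concentration at half of the fitted maximal effect; 0% = no-compound wells and -100% = no-enzyme wells; nearly all actives have a fitted effect of over 25% in size; some results filed as inactive show a strong effect at the top dose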
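AmpC (5.3 nM in the dispensed reagent) in 20 mM phosphate pH 7.0 with 0.01% (detergent screen) or 0.0001% Triton X-100 was preincubated with compounds for 15 min at room temperature. Nitrocefin was then added from an 800 uM solution, and hydrolysis was followed at 480 nm.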
Sm TGR inh: qHTS Assay for the Inhibitors of Schistosoma Mansoni Peroxiredoxins | Potency, µM (doses to about 114 µM), without a hit: top-dose activity change, negative = inhibition, hits mostly inhibitors | 3% of 360,000 active | AID 485364, 2010 | purified TGR, DTNB reduction, TNB absorbance 405 nm | Schistosoma mansoni thioredoxin glutathione reductase (TGR), Q962Y6; further: potency means the concentration at half of the fitted maximal effect; nearly all actives have a fitted effect of over 60% in size
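Kinetic colorimetric format: TGR-catalysed, NADPH-driven DTNB reduction monitored via TNB absorbance. Enzyme dispensed at 20 nM; compound exposure 15 min at room temperature before reaction start.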
AMA1-RON2 inh: qHTS for Inhibitors of AMA1-RON; Towards Development of Antimalarial Drug Lead: Primary Screen. Plasmodium falciparum AMA1 (3D7) - RON2 peptide interaction. AlphaScreen AMA1-biotinylated RON2 peptide binding. Potency, µM (titrated, usually from 58.2 µM), for inactives: top-dose activity change, negative = inhibition, most hits filed as inhibitors. 0.2% of 360,000 active;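 further: potency means the concentration at half of the fitted maximal effect; 0% = vehicle wells and -100% = peptide control; nearly all actives have a fitted effect of over 45% in size; some results filed as inactive show a strong effect at the top dose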
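AMA1 (3D7) with his tag at 25 nM final met compounds first, then biotinylated RON2 peptide at 25 nM; detection used donor plus acceptor beads, 10 µg/mL apiece, read by AlphaScreen after 30 min at room temperature.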
Tb PYK inh: qHTS of Trypanosoma Brucei Inhibitors; AID 624173, 2012; TbPYK enzyme, Kinase-Glo Plus ATP luminescence, 45 min; Potency, µM (top dose mostly 76.8 µM), without a hit: top-dose activity, negative = inhibition, actives largely listed as inhibitors; 0.12% of 410,000 active; further: potency means the concentration at half of the fitted maximal effect; nearly all actives have a fitted effect of over 50% in size
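Luminescence from Kinase-Glo Plus, added after a 45-minute room-temperature reaction, served as the end-point read-out. The enzyme and substrate were preincubated with compound before ADP (130 uM final) initiated turnover. Concentration-effect curves came from normalized qHTS data.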
* hit, by the source's call; u = inconclusive; x = not tested or not shown; & = joins results of further samples; [ ] = dose if it differs, or a comment. Unless noted, the call rests on the fitted dose curve; in most records, active means well fitted curve in the direction sought with a large enough effect; inconclusive means small, poorly fitted or top-dose-only effect, or another doubt; inactive means no such curve, though single readings can be large; an effect the other way counts as inactive or inconclusive. Unless noted, on the % scale 0 is the no-effect control and ±100 the full control effect.

Results follow in this order: HCMV inh | LmPK inhibitor | AmpC no deterg | AmpC inh detg | Sm TGR inh | AMA1-RON2 inh | Tb PYK inh
- Cc1cc(NC(=O)CN2CCN(c3ccccc3O)CC2)no1
→ -4 | -2% | -6% | -13% | 0% | 42%[activator] | 1%
- Cc1ccc(SCc2noc(C(=O)NC(C)C)c2C(=O)O)cc1C
→ -27 | -1% | -30% | -4% | 1% | -4% | 2%
- CCOC(=O)c1c(NC(=O)CSc2nnc(-c3cccnc3)o2)sc(C(C)=O)c1C
→ 47 | 0% | -19% | -11% | 2% | 5% | -19%
- Cc1ccc(Cn2c(C(=O)O)c(CNCc3cccs3)c3ccc(C)cc32)cc1
→ -31 | x | x | -4% | 3% | x | -1%
- Cc1ccc(C2=NOC(C)(c3sc(-c4ccc(Cl)cc4)nc3C)C2)cc1 (stereo not given)
→ 0 | x | x | x | x | -7% | -1%
- O=C(Cc1ccccc1)Nc1ccc(NC(=O)Cc2ccccc2)c(Cl)c1
→ -9 | -4% | -8% | -10% | 0% | 2% | 0%
- COc1ccccc1NC(=O)c1sc2ncn(CC(=O)Nc3ccccc3)c(=O)c2c1C
→ -12 | 0% | -44% | -3% | 0% | -15% | 0%
- CC(C)N(C(=O)Cn1c(=O)oc2ccccc21)c1ccccc1
→ 2 | 5% | -15% | u | -8% | 21% | -4%
- COc1cccc2cc(C(=O)N3CCN(C(=O)c4ccco4)CC3)c(=O)oc12
→ -18 | -5% | -18% | -13% | 0% | 1% | -1%
- COc1ccc(C(=O)/C=C/C(=O)N(CC(=O)NC2CCCCC2)CC2CCCO2)c(O)c1 (stereo not given)
→ 56 | -25% | 180%[activator] | 4% | 1.3µM* | -9% | u
- C/C(=N\S(=O)(=O)c1ccc(C)cc1)Nc1cc(C(C)C)c(O)cc1C
→ -10 | 4% | -17% | -3% | -24% | -8% | -10%
- CSc1ccccc1C(=O)N1CCc2ccccc2C1
→ -37 | 0% | 1% | u | 8% | 0% | 0%
- O=C(Oc1ccccc1)N1CCCCC1
→ -4 | x | x | x | x | 4% | 1%
- COc1ccc(CN(C)C(c2ccccc2)c2nnnn2-c2ccccc2C)c(OC)c1C (stereo not given)
→ -25 | 6% | 119%[activator] | -8% | 8% | -7% | -1%
- COc1ccccc1CNC(=O)c1ccc(N2CCCC2)c(NC(=O)NCc2ccccc2)c1
→ u | x | x | 9% | 6% | x | -6%
- Clc1ccc(-c2nnc(-c3ccccc3)c(N3CCSCC3)n2)cc1
→ -11 | 8% | -11% | 1% | 12% | -5% | -3%
- COc1ccccc1N1CCN(Cc2ccccc2F)CC1
→ 11 | -9% | -22% | 0% | 10% | -11% | 2%
- Cc1onc(-c2c(Cl)cccc2Cl)c1C(=O)c1ccc(F)cc1
→ 11 | 5% | -38% | -8% | 24% | 3% | -17%
- O=C(c1ccc(Cl)cc1)N1CCCC(C(=O)N2CCc3ccccc3C2)C1 (stereo not given)
→ -1 | -4% | 79%[activator] | 0% | 8% | -11% | -2%
- COc1ccc(C)cc1NC(=O)c1cc(S(=O)(=O)N2CCC3(CC2)OCCO3)ccc1F
→ -37 | 0% | 124%[activator] | -4% | -2% | -3% | 2%

Molecules above that contain a COOH group, in the order listed:
Results follow in this order: HCMV inh | LmPK inhibitor | AmpC no deterg | AmpC inh detg | Sm TGR inh | AMA1-RON2 inh | Tb PYK inh
- Cc1ccc(SCc2noc(C(=O)NC(C)C)c2C(=O)O)cc1C
→ -27 | -1% | -30% | -4% | 1% | -4% | 2%
- Cc1ccc(Cn2c(C(=O)O)c(CNCc3cccs3)c3ccc(C)cc32)cc1
→ -31 | x | x | -4% | 3% | x | -1%

(next part)
Results follow in this order: HCMV inh | LmPK inhibitor | AmpC no deterg | AmpC inh detg | Sm TGR inh | AMA1-RON2 inh | Tb PYK inh
- CCOC(=O)c1[nH]cnc1C(=O)NC(C)C
→ 22 | 1% | -6% | -7% | 0% | 5% | 1%
- COc1ccccc1NC(=O)COC(=O)C1CC2CCCC(C1)C2=O (stereo not given)
→ 5 | x | -6% | x | x | -5% | 3%
- CC(C)CCNC(=O)C(=O)NCC1OCCCN1S(=O)(=O)c1cccs1 (stereo not given)
→ 29 | -2% | -1% | 0% | 4% | -3% | 0%
- O=C(NC(=S)Nc1ccc(Br)cc1)C1CCC1
→ -16 | 0% | -37% | 0% | 0% | 37%[activator] | -3%
- O=C(CSc1nnc(-c2cccnc2)n1-c1ccccc1)NCc1ccc2c(c1)OCO2
→ 12 | 3% | -1% | -2% | 2% | -7% | -23%
- CCCCCc1nnc(NC(=O)Cn2cnc3ccccc3c2=O)s1
→ u | 0% | -4% | 3% | 1% | 0% | -5%
- CS(=O)(=O)N1CCN(c2ccccc2NC(=O)C(c2ccccc2)c2ccccc2)CC1
→ -27 | 3% | 5% | -2% | 3% | -2% | 3%
- COc1ccc(C(=O)NCCNc2nc3ccc(C)cc3cc2C#N)cc1OC
→ 8 | -8% | -3% | 1% | -2% | 8% | 2%
- O=C(NCC(F)(F)F)c1ccc(S(=O)(=O)Nc2ccccc2N2CCCC2)cc1
→ -22 | x | -3% | x | x | -6% | 2%
- CCc1cc(N2CCOCC2)cc2c1[nH]c1ccccc12
→ 5 | 1% | -4% | -6% | -33% | -9% | -21%
- Fc1ccccc1CCNCc1ccccc1
→ -6 | -8% | -32% | -4% | -11% | 8% | 0%
- COc1ccc2nc(-c3ccccn3)ccc2c1
→ 51 | x | x | x | x | 124%[activator] | -7%
- COc1cccc(-c2cn3c(n2)sc2cc(C(=O)NCCC4=CCCCC4)ccc23)c1
→ x | x | x | 17% | 19% | x | 4%
- O=c1[nH]c2ccccc2n1CCCN1CCN(C(c2ccccc2)c2ccccc2)CC1
→ x | 3% | 84%[activator] | -10% | -11% | x | 0%
- CCCNc1nc2c(c(=O)[nH]c(=O)n2C)n1CCC(C)C
→ -2 | 7% | 2% | -2% | 7% | 34%[activator] | 2%
- Cc1ccc(NC(=O)c2ccccc2O)cc1
→ 73 | -24% | 0% | u | -12% | 0% | -7%
- COc1ccccc1C(=O)Cc1ccccc1
→ -20 | x | x | x | x | -5% | -9%
- CC(C)Oc1ccc(C2CC(=O)N(c3ccccc3)C2=O)cc1 (stereo not given)
→ -11 | 4% | -4% | -5% | -6% | 5% | -11%
- Oc1cccc(C=Nc2cccc3ccccc23)c1O
→ 89 | -30% | -53% | -10% | 7.9µM* | u | u
- Fc1cccc(F)c1CN1CCN(c2ccc(Cl)cc2)CC1
→ -9 | 2% | -10% | -9% | -13% | u | 0%
- COc1ccc(C(c2nnnn2C2CCCC2)N2CCc3ccccc3C2)cc1OC (stereo not given)
→ u | 0% | 112%[activator] | -10% | u | -19% | -5%
- CCn1cc(C(=O)NCCCN2CCC(C)CC2)c(=O)c2cc(S(=O)(=O)N(C)C3CCCCC3)ccc21
→ 0&-25 | -3% | 166%[activator] | 1%&-5% | -12%&1% | -3% | -11%&0%
- CCOC(=O)c1cccc(NS(=O)(=O)c2c(C(=O)N3CCCCCC3)c(C)n(C)c2C)c1
→ 0 | 2% | 123%[activator] | 4% | 1% | -3% | 7%
- Cc1ccc(CNS(=O)(=O)c2cc3c(cc2Cl)NC(=O)CO3)o1
→ 0 | x | x | 21% | 32µM* | x | 5%[15.4 µM]
- CC(C)COC(=O)c1cc(-c2ccc(/C=N/n3cnnc3)o2)ccc1Cl
→ 24 | 2% | -23% | 3% | 22µM* | -13% | 3%
- COCCNC(=O)c1cccc(OC2CCN(Cc3ccc(Cl)c(F)c3)CC2)c1
→ u | 1% | 64%[activator] | u | -28% | 8% | 0%
- O=C(CCN1C(=O)/C(=C/c2ccccc2F)SC1=S)N[C@@H](CO)Cc1ccccc1
→ u | -1% | -7% | -4% | -34% | -3% | -1%
- COc1ccc(NC(=S)NCCc2c(C)[nH]c3ccc(OC)cc23)cc1
→ -69* | -12%[11.5 µM] | -46% | 2% | -1% | -18% | 0%
- COc1ccc(CNC(=O)c2ccc(N3CCCC3=O)cc2)cc1
→ 66 | -2% | -4% | -13% | 0% | 13% | 1%
- Cc1ccc(C)c(CSC2=NC(C)(C)Nc3ccccc32)c1
→ u | x | x | -6% | -7% | x | 1%
- Cc1ccccc1NC(=O)CC1c2ccccc2CC(C)(C)N1C (stereo not given)
→ -7 | 1% | -9% | 5% | -23% | -10% | -5%
- CCCNC(=O)COC(=O)c1[nH]c(C)c(C(=O)OCC)c1C
→ 12 | 1% | 4% | -7% | -2% | 11% | -7%
- O=C(Nc1ccccc1Cl)N1CCC2(CC1)Oc1ccccc1C(=O)N2Cc1ccc(F)cc1
→ -21 | x | x | -7% | 0% | x | -7%
- O=C(NC1CCC(O)CC1)C1CCN(S(=O)(=O)c2c(Cl)cccc2Cl)CC1 (stereo not given)
→ -9 | x | 10% | -4% | -3% | -7% | 2%
- O=C(CNC(=O)c1cccs1)OCc1ccc(Cl)cc1
→ u | 3% | -14% | 5% | 1% | 0% | -3%
- COc1ccc(CN(C)C(=O)CNC(=O)c2sc3ccccc3c2Cl)c(OC)c1
→ u | x | x | x | x | -3% | 1%
- CC(C)Cn1c(N)c(C(=O)CSc2ccccc2)c(=O)n(C)c1=O
→ -29 | 1% | -21% | -6% | 1% | 3% | -6%

Quoted at random: 6 records from the list.
Results follow in this order: HCMV inh | LmPK inhibitor | AmpC no deterg | AmpC inh detg | Sm TGR inh | AMA1-RON2 inh | Tb PYK inh
- Cc1ccc(CNS(=O)(=O)c2cc3c(cc2Cl)NC(=O)CO3)o1
→ 0 | x | x | 21% | 32µM* | x | 5%[15.4 µM]
- Cc1ccccc1NC(=O)CC1c2ccccc2CC(C)(C)N1C (stereo not given)
→ -7 | 1% | -9% | 5% | -23% | -10% | -5%
- O=C(CCN1C(=O)/C(=C/c2ccccc2F)SC1=S)N[C@@H](CO)Cc1ccccc1
→ u | -1% | -7% | -4% | -34% | -3% | -1%
- CC(C)COC(=O)c1cc(-c2ccc(/C=N/n3cnnc3)o2)ccc1Cl
→ 24 | 2% | -23% | 3% | 22µM* | -13% | 3%
- COc1ccc(CN(C)C(=O)CNC(=O)c2sc3ccccc3c2Cl)c(OC)c1
→ u | x | x | x | x | -3% | 1%
- O=C(CNC(=O)c1cccs1)OCc1ccc(Cl)cc1
→ u | 3% | -14% | 5% | 1% | 0% | -3%
